Screening results from PubChem BioAssay.
ATG4B inhibitor: blocks human ATG4B protease cleavage of LC3 substrate. Q9Y4P1. ATG4B cleavage of LC3-PLA2, NBD-HPC fluorescence, 1 h. inhibition, % at 8.33 µM. 340,000 compounds, 0.51% hits; in the data active means inhibition above about 40%
Target sequence (Q9Y4P1 whole entry, looked up): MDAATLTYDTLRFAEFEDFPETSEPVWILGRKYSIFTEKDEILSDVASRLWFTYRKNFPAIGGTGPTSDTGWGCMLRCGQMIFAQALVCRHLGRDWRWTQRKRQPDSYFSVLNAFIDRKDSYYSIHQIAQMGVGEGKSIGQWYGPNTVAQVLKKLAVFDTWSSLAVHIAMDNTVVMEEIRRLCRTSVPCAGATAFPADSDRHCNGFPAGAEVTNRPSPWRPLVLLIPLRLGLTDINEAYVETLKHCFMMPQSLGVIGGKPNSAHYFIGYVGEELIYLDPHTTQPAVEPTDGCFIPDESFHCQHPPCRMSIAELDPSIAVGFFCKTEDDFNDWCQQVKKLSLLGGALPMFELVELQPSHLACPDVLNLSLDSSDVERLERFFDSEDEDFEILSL
hIAP block: human IAP inhibition; inhibition, % at 10 µM; P09923; AID 2544; purified IAP, CDP-Star luminescence, 30 min; 330,000 compounds, 0.12% hits;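 active means inhibition reaching a set limit with compound at 10 µM in the primary screen, cut at about 35% in these data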;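 further: plate controls were DMSO wells with enzyme for no effect and no-enzyme buffer wells for full effect; values of inactives mirror those of a sister screen read the other way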
Target sequence (P09923 whole entry, looked up): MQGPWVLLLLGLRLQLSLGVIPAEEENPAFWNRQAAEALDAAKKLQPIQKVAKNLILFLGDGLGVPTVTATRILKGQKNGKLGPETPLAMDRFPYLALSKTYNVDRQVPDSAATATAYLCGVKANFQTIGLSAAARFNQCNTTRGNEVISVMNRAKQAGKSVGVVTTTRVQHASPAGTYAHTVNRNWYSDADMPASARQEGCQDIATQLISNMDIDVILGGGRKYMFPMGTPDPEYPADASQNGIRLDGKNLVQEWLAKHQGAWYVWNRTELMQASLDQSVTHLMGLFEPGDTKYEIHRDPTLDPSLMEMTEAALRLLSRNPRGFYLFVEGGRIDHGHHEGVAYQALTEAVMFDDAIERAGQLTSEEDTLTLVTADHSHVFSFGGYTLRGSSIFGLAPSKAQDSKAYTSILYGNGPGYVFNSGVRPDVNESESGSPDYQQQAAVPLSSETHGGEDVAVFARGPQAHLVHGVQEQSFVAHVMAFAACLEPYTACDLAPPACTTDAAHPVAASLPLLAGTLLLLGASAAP
APOBEC3A inh: inhibitors of human APOBEC3A DNA deaminase; inhibition, % at 20 µM; 330,000 compounds, 0.41% hits; P31941; recombinant A3A, FAM/TAMRA ssDNA deamination fluorescence;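 active means at least 40% inhibition at 20 µM here, with at most 30% in a related deaminase screen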;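 further: plate controls were A3A with DMSO for no effect and wells lacking A3A enzyme for full effect; some results filed as inactive read as strong as hits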
mIAP activ: increases mouse intestinal alkaline phosphatase activity. muIAP, CDP-Star luminescence, 30 min; hits give high values; 1 = vehicle-only enzyme signal, 0 = enzyme-free wells. AID 2805. 330,000 compounds, 0.24% hits. activation factor at 10 µM;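 active means activation factor of at least 2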; further: the source names both 10 and 20 µM as test concentration; values of inactives mirror those of a sister screen read the other way
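System: Mouse IAP enzyme | Also added: CDP-Star substrate | Dosing: Compounds dispensed in DMSO | Schedule: 30 min enzyme-substrate-compound incubation at room temperature | Technique: Chemiluminescence readout | Control set: DMSO-only wells and no-enzyme negative control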
mIAP inh: mouse IAP inhibition. purified mouse IAP, CDP-Star luminescence, 30 min. 330,000 compounds, 0.2% hits. inhibition, % at 10 µM. AID 2806;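 active means inhibition of at least 40% at 10 µM in the primary screen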;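 further: plate controls were DMSO with enzyme for no effect and no enzyme wells for full effect; values of inactives mirror those of a sister screen read the other way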
PfG6PD inh: PfG6PD (Plasmodium falciparum) enzyme inhibition. AID 504690. 350,000 compounds, 0.78% hits. PfGluPho enzyme, NADPH resazurin-diaphorase fluorescence. inhibition, % at 20 µM;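 active means inhibition reaching at least a set limit at 20 µM in the primary screen, cut at about 59% in these data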;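 further: 0% = DMSO wells with substrate and 100% = DMSO wells lacking glucose-6-phosphate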
HKDC1 inh: HKDC1 (human) hexokinase inhibition; Q2TB90; recombinant HKDC1, G6PDH/diaphorase resazurin coupled fluorescence; inhibition, % at 20 µM; 340,000 compounds, 0.16% hits; AID 493160;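 active means inhibition above about 35% when tested at 20 µM, limit read from the data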;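 further: plate controls were DMSO wells with enzyme for no effect and DMSO wells lacking enzyme for full effect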
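Material: recombinant HKDC1 hexokinase; Amount: HKDC1 at 5 µg/mL; Medium: Tris pH 8.0 buffer with MgCl2, Tween-20, BSA, BME; Schedule: 90 min reaction incubation at room temperature, dark; Technique: coupled resazurin fluorescence, excitation 525 nm, emission 613 nm.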
hIAP activ: increases human intestinal alkaline phosphatase activity | P09923 | purified human IAP, CDP-Star luminescence, 30 min; hits give high values; 1 = vehicle-only enzyme, 0 = enzyme-free background | activation factor at 10 µM | 330,000 compounds, 0.16% hits;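 active means activation factor of the enzyme at least 2-fold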; further: the source names both 10 and 20 µM as test concentration; values of inactives mirror those of a sister screen read the other way
* hit, by the source's call; · = not tested or not shown.

SMILES	ATG4B inhibitor	hIAP block	APOBEC3A inh	mIAP activ	mIAP inh	PfG6PD inh	HKDC1 inh	hIAP activ
COc1ccc(CN2CCCCC2c2cccnc2)c(OC)c1C (configuration not stated)	-10	4	-1	1.1	-10	2	-7	0.96
CC1CN(C(=O)COC(=O)c2nn(-c3ccccc3)c(=O)c3ccccc23)CC(C)O1 (configuration not stated)	-3	-18	1	1.1	-11	-17	-10	1.2
COc1ccccc1C(=O)CSc1nccn1C	-3	6	-2	0.9	10	11	-3	0.94
O=C(CS(=O)(=O)Cc1ccccc1)N1CCN(C(=O)c2ccco2)CC1	-8	4	1	1	-4	1	-5	0.96
CC(C)C[C@H](NC(=O)NCc1ccc(Cl)cc1)C(=O)O	1	8	0	0.98	2	-16	-4	0.92
CCCCNC(=O)C1CCN(S(=O)(=O)c2cnc[nH]2)CC1	-7	-12	-1	1	0	-5	-3	1.1
N#CCCn1cc(C(=O)N2CCCCC2)c(-c2ccc([N+](=O)[O-])cc2)n1	-2	-2	-3	1.1	-9	-4	-4	1
Cc1ccc(/C=C/c2ccc3cccc(O)c3n2)s1	2	-2	0	1	0	15	15	1
CN(CC(=O)Nc1ccccc1Br)C(=O)c1ccncc1	-7	7	1	1.1	-10	-6	2	0.93
Cc1cccc(NC(=S)/N=C(\N)Nc2nc(C)c3ccc(C)cc3n2)c1	17	-11	-2	0.89	11	-15	-5	1.1
CN(CCc1ccccn1)C1CCCN(S(=O)(=O)c2ccc(F)c(Cl)c2)C1 (configuration not stated)	-7	2	-4	1	-4	6	-7	0.98
COc1ccc(C)cc1NC(=O)CNC(=O)c1sc2ccccc2c1Cl	9	-14	-2	1	0	-9	-11	1.1
O=C(C1=C[C@@H](C2CCCCC2)C[C@@H](OCCCCO)O1)N1CCOCC1	-13	10	1	1	-1	-5	-2	0.9
CCCCN1C(C)=CC(=C2C(=O)c3ccccc3C2=O)C=C1C	-20	18	1	1.1	-9	14	-3	0.82
CC(C)(C)c1cc(NC(=O)COC(=O)C2CC2)n(-c2ccccc2)n1	-4	9	-1	0.96	4	11	-4	0.91
N#Cc1ccc(Cl)cc1NC(=O)COC(=O)[C@H](CCC(N)=O)NC(=O)c1ccc(F)cc1	0	-5	-5	1.1	-10	-9	7	1.1
O=C(COc1ccc(S(=O)(=O)N2CCOCC2)cc1)NCC1CCCO1 (configuration not stated)	6	4	-3	0.97	3	6	-9	0.96
O=c1[nH]c2c(Br)cnc([N+](=O)[O-])c2[nH]1	-1	10	-3	0.94	6	13	-7	0.9
CCCCCCC(=O)Nc1cc2c(C)cc(=O)oc2cc1C	4	-9	3	1.1	-8	-10	-3	1.1
O=C(CSc1nnc(-c2cccs2)n1Cc1ccco1)c1ccc2c(c1)OCO2	24	-8	-1	1	-4	-3	-9	1.1
COc1ccc(S(=O)(=O)Cc2ccc(C(=O)N3CCCC3)o2)cc1	-6	-17	-2	1.1	-15	20	-6	1.2
COc1ccccc1C(=O)N/C(=C\c1cn(S(=O)(=O)N(C)C)c2ccccc12)C(=O)N1CCCCC1	-3	-12	-8	0.96	4	4	-7	1.1
CC(=O)c1ccc(NCC2COc3ccccc3O2)c([N+](=O)[O-])c1 (configuration not stated)	-4	18	0	0.89	11	-4	13	0.82
Cc1ccc(CNC(=O)CCc2ccccc2)cc1	8	0	0	1.1	-8	10	3	1

Ordered by number of heavy atoms (descending): five of the compounds above
SMILES	ATG4B inhibitor	hIAP block	APOBEC3A inh	mIAP activ	mIAP inh	PfG6PD inh	HKDC1 inh	hIAP activ
N#Cc1ccc(Cl)cc1NC(=O)COC(=O)[C@H](CCC(N)=O)NC(=O)c1ccc(F)cc1	0	-5	-5	1.1	-10	-9	7	1.1
CC(C)(C)c1cc(NC(=O)COC(=O)C2CC2)n(-c2ccccc2)n1	-4	9	-1	0.96	4	11	-4	0.91
CC(=O)c1ccc(NCC2COc3ccccc3O2)c([N+](=O)[O-])c1 (configuration not stated)	-4	18	0	0.89	11	-4	13	0.82
CCCCN1C(C)=CC(=C2C(=O)c3ccccc3C2=O)C=C1C	-20	18	1	1.1	-9	14	-3	0.82
CCCCCCC(=O)Nc1cc2c(C)cc(=O)oc2cc1C	4	-9	3	1.1	-8	-10	-3	1.1

Additional records
SMILES	ATG4B inhibitor	hIAP block	APOBEC3A inh	mIAP activ	mIAP inh	PfG6PD inh	HKDC1 inh	hIAP activ
CC(=O)OC[C@H]1O[C@@H](n2ccc(=O)[nH]c2=S)C(OC(C)=O)C1OC(C)=O (some centres not stated)	-7	5	-1	0.95	4	24	-10	0.95
CN(C)CCNc1ncnc2c1sc1nc(N3CCOCC3)c3c(c12)CC(C)(C)SC3	3	-5	0	0.96	4	18	13	1.1
Clc1ccc(-c2cc(COc3ccccc3)on2)cc1	1	-21	0	0.96	4	-6	2	1.2
C/C(=N/NC(=O)c1nnn(-c2nonc2N)c1-c1ccccc1)c1ccc2c(c1)OCO2	-9	2	-3	0.98	2	12	0	0.98
CN1C(=O)CSC1=Nc1ccc(Br)cc1	6	-1	-1	0.95	5	-8	-4	1
CCC1CCCCN1c1cc(C)nc2cc(-c3cccc(C)c3)nn12 (configuration not stated)	8	20	-2	1.2	-19	29	2	0.8
C=CCNc1nc2c(c(=O)n(C)c(=O)n2C)n1CCCCCC	3	16	0	1	-3	10	1	0.84
CCCCCCNC(=O)CCNS(=O)(=O)c1ccc(C)cc1	0	-20	-8	1.1	-6	-11	-7	1.2
COc1ccc(OC)c(NC(=O)C(CCS(C)(=O)=O)NC(C)=O)c1 (configuration not stated)	-7	-11	2	1.1	-8	-5	2	1.1
COc1cc(OC)cc(C(=O)OCC(=O)Nc2cccc(C(C)=O)c2)c1	-6	-38	-2	0.89	11	-8	4	1.4
Cc1ccc(NC(=O)CN2CCN(Cc3ccccc3)CC2)cc1F	-6	-10	-4	1.1	-8	-3	-5	1.1
Cc1ccc2c(c1)c1c3n2CCN(CCC(=O)O)C3CCC1 (configuration not stated)	9	-19	-9	1	-4	-16	5	1.2
CC(=O)N1CCc2cc(S(=O)(=O)Nc3ccc(C)cc3C)ccc21	-2	-12	-2	0.93	7	0	-1	1.1
COc1cccc(NC(=S)N(CCCN2CCC(C)CC2)Cc2cccs2)c1	5	6	-1	1	0	12	-9	0.94
COc1ccccc1N1CCN(C(=O)c2cc(C(=O)N3CCN(c4ccccc4OC)CC3)cc([N+](=O)[O-])c2)CC1	-6	-6	-6	1	-2	5	-6	1.1
O=C1NC(c2ccccc2)=CC(c2ccccc2O)N1 (configuration not stated)	-2	-11	-5	1.1	-6	-1	-6	1.1
CSc1nc(-c2ccccc2)cc(C)c1C#N	-7	-12	-3	1	-2	0	-3	1.1
O=C(Nc1nccs1)C1CCN(S(=O)(=O)c2ccc3c(c2)OCCCO3)CC1	2	14	0	1.1	-12	-19	5	0.86
Cc1cc(C(=O)N/N=C2\CCCC(C)C2)n[nH]1 (configuration not stated)	2	12	-1	0.93	7	-5	3	0.88
CCCc1cc(=O)[nH]c(SCC(=O)NCC2COc3ccccc3O2)n1 (configuration not stated)	1	16	2	1	-4	-6	-1	0.84
COc1ccc(NC(=S)N2CCN(S(=O)(=O)c3ccc(C)cc3)CC2)cc1	0	0	1	1.1	-8	5	-7	1
CC(=O)N/C(=C\c1ccc(F)cc1)C(=O)NC(C(=O)O)C(C)C (configuration not stated)	-1	16	-3	0.94	6	-23	4	0.84
Cc1ccc2cc3c(NS(=O)(=O)c4cccc5nonc45)nn(CC(C)C)c3nc2c1	-4	-20	-6	1	0	-26	3	1.2
COC(=O)/C=C/C(=O)NCc1ccco1	5	0	-1	1	-3	-8	-5	1
COc1cc(NS(=O)(=O)c2c(C)[nH]c(C)c2C(=O)N2CCCC2)cc(OC)c1OC	-11	-12	-2	0.94	6	6	-5	1.1
CC(CC(=O)NCc1ccc(Cl)cc1)c1ccccc1 (configuration not stated)	7	0	-6	0.97	3	-16	0	1
CCN(CC)S(=O)(=O)c1ccc(C(=O)Nc2cc3oc4ccccc4c3cc2OC)cc1	1	11	1	0.97	2	-9	-6	0.89
COc1cc(-c2nnc(COC(=O)C3c4ccccc4Oc4ccccc43)o2)cc(OC)c1OC	-12	-30	-4	0.92	8	-2	-2	1.3
Brc1cnc(N2CCCC2)nc1N1CCCCC1	3	2	-5	0.99	1	-6	1	0.98
COc1cc(NS(=O)(=O)c2ccc(NC(=O)CN3C(=O)c4ccccc4C3=O)cc2)ncn1	1	-21	1	1	-2	-33	3	1.2
CCOC(=O)C(=CNc1ccccc1C)C(=O)OCC	4	6	1	1	-2	-10	11	0.94
O=C(NCCN1CCOCC1)c1ccc2c(c1)N(Cc1ccccc1F)C(=O)c1ccccc1S2	-6	-9	-10	1.1	-7	9	0	1.1
Cc1ccc(CNC(=O)C2CCN(c3nc(C)cc(C)n3)CC2)cc1	2	-6	20	1	0	-6	4	1.1
CCCCCC(=O)NNC(=O)Nc1ccccc1	2	-3	-3	1	-4	12	-9	1
CCOc1ccc(CN2CCN(Cc3cc4c(cc3Cl)OCO4)CC2CCO)cc1 (configuration not stated)	-4	-12	7	1.1	-5	-2	-7	1.1
COc1ccc(NC(=O)COC(=O)c2c(C)noc2C)c(OC)c1	0	3	-3	0.96	4	-18	-6	0.97
Cc1cc(SCC(=O)c2cc3ccccc3o2)nc2ccccc12	5	-7	-1	0.85	15	15	8	1.1
COc1cccc(/C=N/n2c(-c3ccco3)nc3ccccc3c2=O)c1	23	-6	-4	1.1	-8	-4	3	1.1
COC(=O)C1=C(C)Nc2ncnn2C1c1ccc(C)o1 (configuration not stated)	-4	13	1	0.99	1	-7	-7	0.87
CCc1ccccc1NC(=O)C1=CN2CCS(=O)(=O)N=C2C=C1	1	-7	2	0.99	1	-6	-3	1.1
COCCCn1c(=O)/c(=C\c2ccccc2OC(F)F)s/c1=C(/C#N)C(=O)NCCOC	-4	16	6	0.93	7	11	0	0.83
O=C(Nc1ccc(-c2cn3ccsc3n2)cc1)c1ccc(F)c(S(=O)(=O)N2CCOCC2)c1	-5	11	3	0.97	3	6	-7	0.89
Cc1c(NC2=C(Cl)C(=O)N(c3ccccc3Cl)C2=O)c(=O)n(-c2ccccc2)n1C	1	-4	17	0.99	1	24	-3	1
NNC(=O)C1CC(O)CN1S(=O)(=O)c1ccc(Cl)cc1 (configuration not stated)	1	-7	3	1	-1	0	-3	1.1
CC(=O)N1CCN(C(=O)c2ccc(NS(=O)(=O)c3ccc4[nH]c(=O)[nH]c4c3)cc2)CC1	-5	-6	-2	0.95	5	-5	4	1.1
CCOc1cccc(-c2c(C(=O)N/N=C/c3ccco3)nnn2-c2nonc2N)c1	3	-28	-3	0.91	9	24	-2	1.3
CCOc1ccccc1C(=O)NCC(=O)NCCc1ccc(S(N)(=O)=O)cc1	1	-6	2	0.97	3	17	-5	1.1
CCN(CC)C(=O)c1ccc2c(c1[N+](=O)[O-])C(=O)c1ccccc1C2=O	·	-32	0	0.96	4	·	·	1.3
O=C(c1ccc(Sc2ccc(F)cc2)c([N+](=O)[O-])c1)N1CCOCC1	-7	11	3	1.1	-6	-2	-3	0.89
Cc1ccc(C(C)NC(=O)C2CCCC2)c(C)c1 (configuration not stated)	0	-9	-5	0.97	3	8	-4	1.1
COc1ccc(NC(=O)c2ccc(N3CCCC3=O)cc2)cc1Cl	3	-15	2	1	-1	-5	-6	1.2
COc1ccc2c(CC(=O)OCC(=O)Nc3ccc(S(N)(=O)=O)cc3)coc2c1	-9	8	2	0.96	4	3	-4	0.92
COc1ccccc1CNC(=O)c1cc2ccccc2o1	-8	-6	-1	1	-4	1	3	1.1
